Compound activity as filed in PubChem.
CRFR2-BP ag – agonists of CRF-BP/CRF-R2 complex, primary screen, cell-based, HEK293, calcium dye fluorescence, uHTS; CRF-binding protein / CRF receptor 2 complex (human); calcium dye fluorescence (FLIPR); percent of saturating CRF peptide response; activation, % at 13.2 µM; 0.46% of 350,000 active;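 active = activation of at least 50%, plus an integration ratio under a set limit after plate pattern correction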;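 also: plate controls were neutral control wells without compound for no effect and CRF at EC100 for full effect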
M5 ag – human M5 muscarinic receptor agonists, primary screen, CHO-K1 cells, Fluo-8 calcium fluorescence. activation, % at 3 µM. Muscarinic acetylcholine receptor M5 (Homo sapiens), P08912. 0.19% of 360,000 active. CHO-K1 hM5 cells; 0% DMSO wells, 100% maximal acetylcholine response. AID 624037, 2012;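 active = activation above the run's mean over test compounds plus 3 SD, cut at about 23% in these data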;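 also: signal is peak over basal fluorescence ratio across the kinetic read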
IDE inh – human IDE inhibitors in live cells, primary screen, fluorescence polarization, HEK cells, FAbetaB substrate; Insulin-degrading enzyme (Homo sapiens), P14735; FAbetaB cleavage; inhibition, % at 5.59 µM; 0.41% of 320,000 active; AID 434962, 2010;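 active = percent inhibition above the average of all tested compounds plus 3 SD, set per screening campaign, cut at about 16% in these data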;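 also: IDE supplied by intact live HEK cells; FP after avidin binding of uncleaved biotin substrate so inhibition keeps polarization high; 0% = DMSO wells and 100% = 60 µM reference IDE inhibitor Ii1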
Target sequence (P14735 whole entry, looked up): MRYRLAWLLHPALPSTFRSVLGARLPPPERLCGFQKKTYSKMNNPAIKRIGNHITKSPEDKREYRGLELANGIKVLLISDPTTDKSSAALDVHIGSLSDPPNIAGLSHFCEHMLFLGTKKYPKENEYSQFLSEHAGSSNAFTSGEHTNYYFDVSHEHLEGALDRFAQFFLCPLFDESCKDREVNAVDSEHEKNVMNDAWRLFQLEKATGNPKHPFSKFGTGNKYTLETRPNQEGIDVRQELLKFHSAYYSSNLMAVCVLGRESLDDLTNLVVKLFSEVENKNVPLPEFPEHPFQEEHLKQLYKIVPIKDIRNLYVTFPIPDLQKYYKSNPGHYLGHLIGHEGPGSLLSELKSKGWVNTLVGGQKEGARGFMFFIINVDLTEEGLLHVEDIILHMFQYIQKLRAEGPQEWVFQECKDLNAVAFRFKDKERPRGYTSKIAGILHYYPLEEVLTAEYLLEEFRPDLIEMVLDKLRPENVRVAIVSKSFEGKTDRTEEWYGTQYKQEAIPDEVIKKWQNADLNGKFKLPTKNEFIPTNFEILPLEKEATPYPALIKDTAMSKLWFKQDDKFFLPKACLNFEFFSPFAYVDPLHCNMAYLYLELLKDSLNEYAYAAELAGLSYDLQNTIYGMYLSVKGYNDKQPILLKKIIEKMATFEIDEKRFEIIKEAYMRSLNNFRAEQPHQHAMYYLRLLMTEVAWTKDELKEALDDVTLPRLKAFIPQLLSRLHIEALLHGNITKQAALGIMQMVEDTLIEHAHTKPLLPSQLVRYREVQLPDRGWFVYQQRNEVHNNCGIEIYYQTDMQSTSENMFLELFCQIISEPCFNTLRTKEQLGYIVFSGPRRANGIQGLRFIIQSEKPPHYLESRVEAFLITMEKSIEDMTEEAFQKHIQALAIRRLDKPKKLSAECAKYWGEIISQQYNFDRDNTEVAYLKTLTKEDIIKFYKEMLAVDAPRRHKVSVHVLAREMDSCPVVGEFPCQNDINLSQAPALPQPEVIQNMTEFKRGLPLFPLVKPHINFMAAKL
M4 antag – human M4 muscarinic receptor antagonists, primary screen, CHO cells, Fluo-8 calcium fluorescence; Muscarinic acetylcholine receptor M4 (Homo sapiens), P08173; CHO-hM4 cells, ACh EC80; inhibition, % at 3 µM; 0.73% of 360,000 active; AID 624125, 2012;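 active = inhibition above its plate's cutoff, the mean inhibition of sample wells plus 3 SD, cut at about 27% in these data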;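 also: 0% = acetylcholine EC80 with DMSO and 100% = DMSO without agonist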
CHRM4 PAM – human M4 muscarinic receptor positive allosteric modulators, primary screen, CHO-K1 cells, Fluo-8 calcium fluorescence. Muscarinic acetylcholine receptor M4 (Homo sapiens), P08173. CHO-K1 hM4/Gqi5, ACh EC20; 0% = ACh EC20, 100% = maximal ACh. activation, % at 3 µM. 0.4% of 360,000 active;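 active = activation above its plate's cutoff, the mean activation of sample wells plus 3 SD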; also: some results filed as inactive read as strong as hits
M5 antag – human M5 muscarinic receptor antagonists, primary screen, CHO cells, Fluo-8 calcium fluorescence; Muscarinic acetylcholine receptor M5 (Homo sapiens), P08912; 0.59% of 360,000 active; CHO-hM5 cells, ACh EC80; inhibition, % at 3 µM; AID 624040, 2012;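 active = inhibition above a per-plate cutoff, the mean of that plate's test compounds plus 3 SD, cut at about 27% in these data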;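 also: 0% = acetylcholine EC80 with DMSO and 100% = DMSO without agonist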
CRFR2-BP antag – antagonists of CRF-BP/CRF-R2 complex, primary screen, cell-based, HEK293, calcium dye fluorescence, uHTS | CRF-induced calcium fluorescence | inhibition, % at 11.8 µM | 0.59% of 350,000 active | AID 588475, 2011;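 active = inhibition of the ligand-induced calcium signal above about 50% at the single tested concentration, limit read from the data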
M5 PAM – human M5 muscarinic receptor positive allosteric modulators, primary screen, CHO-K1 cells, Fluo-8 calcium fluorescence; Muscarinic acetylcholine receptor M5 (Homo sapiens), P08912; CHO-K1 hM5, ACh EC20 PAM; 0% = ACh EC20, 100% = ACh EC100; activation, % at 3 µM; 0.3% of 360,000 active;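 active = activation above the run cutoff, the mean activation of all test compounds plus 3 SD, cut at about 18% in these data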
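system = human M5 receptor in CHO-K1 cells | compound = one concentration, 3 µM final (nominal) | schedule = Post-acetylcholine fluorescence recording 140 s | signal = Fluo-8 calcium dye fluorescence, kinetic read | benchmarks = low control EC20 acetylcholine (0%), high control EC100 acetylcholine (100%) | repeats = singlicate, one well per test compound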
CHRM4 agonist – human M4 muscarinic receptor agonists, primary screen, CHO-K1 cells, Fluo-8 calcium fluorescence; CHO-K1 hM4/Gqi5; vehicle 0%, full acetylcholine response 100%; activation, % at 3 µM; 0.14% of 360,000 active;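 active = activation above the run mean over all test wells plus 3 SD, cut at about 32% in these data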;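 also: peak over basal fluorescence ratio per well then scaled between controls; 0% = DMSO wells and 100% = acetylcholine at EC100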
* = called active by the depositor; . = not tested or not shown.

mol	CRFR2-BP ag	M5 ag	IDE inh	M4 antag	CHRM4 PAM	M5 antag	CRFR2-BP antag	M5 PAM	CHRM4 agonist
CC(C)CC1(C)NC(=O)NC1=O (configuration not stated)	-0.7	0.6	-1.9	5.0	7.0	1.3	0.9	-0.3	0.3
NC1=NC2(CCCCC2)n2c(nc3ccccc32)N1	5.5	-6.9	8.0	-6.2	8.2	-1.1	-4.0	2.6	0.5
CC(=O)Nc1ccc(CN2CCC(n3nccc3NC(=O)CCc3ccccc3)CC2)cc1	-0.1	-4.1	-0.4	-7.9	-1.4	3.0	-5.0	-0.8	0.7
O=[N+]([O-])c1ccccc1S(=O)(=O)Oc1ccc(/C=N/n2cnnc2)cc1	0.4	0.9	9.8	-2.9	-9.9	12.3	-1.8	-16.1	10.7
Cc1occc1C(=O)Nc1cccc(S(=O)(=O)N2CCOCC2)c1	0.0	1.4	4.4	-11.7	14.6	9.2	1.0	2.4	1.9
CC1(NC(=O)Nc2ccccc2)CCS(=O)(=O)C1 (configuration not stated)	0.8	0.7	0.7	-6.3	-3.4	2.9	-9.4	2.6	0.0
CCOC(=O)C1(Cc2ccccc2)CCCN(C(=O)C=C(C)C)C1 (configuration not stated)	0.1	3.6	1.3	-15.3	5.3	-9.3	17.1	12.0	0.5
Cc1nnc(SCc2ccc(F)cc2)s1	-0.7	-12.1	-0.6	-6.0	-3.7	6.1	-3.2	-4.1	-0.2
O=C(Nc1ccccc1)c1cccnc1N1CCCC1	-1.3	1.3	4.3	5.5	-0.1	1.6	-7.6	-1.2	0.2
CN(CC(=O)Nc1ccc(Cl)cc1)c1ccc(S(=O)(=O)N2CCCCC2)cc1[N+](=O)[O-]	-1.2	-2.0	1.1	-6.1	-4.5	-4.2	-7.0	0.4	2.4
Cc1cc(C)c(NC(=O)C(C)Sc2nc3ccc(N4C(=O)c5ccccc5C4=O)cc3s2)c(C)c1 (configuration not stated)	2.4	0.8	2.4	1.8	3.0	-1.0	22.8	5.7	-0.1
COc1ccccc1C1NC(c2ccccc2OC)C(C)C(=O)C1C (configuration not stated)	-6.4	-2.0	1.8	10.6	6.8	-12.7	40.8	3.8	-2.7
CCOc1ncccc1C(=O)Nc1cccc(-n2cnnn2)c1C	-1.3	2.4	2.5	-4.8	8.3	10.6	2.7	1.9	1.6
COc1cccc(C(=O)Nc2ccc3nc(N4CCOCC4)cc(C)c3c2)c1	-2.0	3.7	6.3	-4.3	-5.1	-0.1	-5.4	-8.2	5.7
Cc1sc2ncn(CC(=O)NCCCC(=O)N3CCN(c4ncccn4)CC3)c(=O)c2c1C	0.2	-3.1	7.1	3.5	1.5	-2.1	3.1	2.5	0.0
CC(=O)c1ccc(OCc2cc(C(=O)N(C)CCN3CCOCC3)no2)cc1	3.3	-2.6	6.4	-2.7	5.4	-8.2	-5.0	1.7	0.8
CC(C)C12CCC(C(=O)O)C(C1)C(=O)O2 (configuration not stated)	1.2	3.4	-0.6	-0.4	2.9	-2.0	20.2	1.6	0.2
COc1ccc([C@@H]2[C@@H]3C(=O)N(C(C)(C)C)C(=O)[C@@H]3[C@]3(CC(C)C)C(=O)N(c4cccc(Br)c4)C(=O)N23)cc1	2.5	-2.9	5.9	-1.0	17.6	-6.8	-3.9	9.1	2.7
COc1c(Cl)cc(Cl)cc1C(=O)Nc1ccc(CN2CCOCC2)cc1	-3.3	-6.1	.	3.7	-1.3	6.6	-0.8	-0.5	1.5
Cc1ccc(-n2c(Cn3nc(C(F)F)cc3C(F)F)n[nH]c2=S)cc1	-0.3	-0.9	1.5	-8.0	8.2	6.3	-5.3	-4.4	0.9
COc1cc2ccccc2cc1C(=O)Nc1cc(C)ccn1	0.9	-5.0	5.3	-4.8	6.0	0.3	3.6	-4.1	3.8
Cc1ccc(N2C(=O)CC(n3nc(C)cc3C)C2=O)cc1 (configuration not stated)	-4.6	2.2	-1.5	10.0	-1.4	-0.4	6.7	-4.9	-0.6
CCOc1ccccc1N1CCN(c2nc3ccccc3nc2C(C#N)C(=O)OC(C)C)CC1 (configuration not stated)	-0.9	4.5	5.6	0.9	4.6	-13.2	-5.9	12.1	0.3
CCC(=O)NC(=S)Nc1ccc(NC(=O)COc2ccc(Cl)cc2Cl)cc1	6.8	-4.5	-1.8	5.9	-6.4	-5.3	-39.1	-3.1	0.2
Cc1ccc(S(=O)(=O)C2(C(=O)NCc3ccc4c(c3)OCO4)CC2)cc1	-2.2	-0.9	-3.3	-2.3	1.1	-0.8	7.2	-3.4	-0.8
CN(C)C(=O)CCc1ccc2c3c([nH]c2c1)[C@]1(CCc2ccccc2)[C@@H](C(=O)N2CCCCC2)C[C@H](CC(=O)NCCc2ccccn2)C(=O)N1CC3	1.9	0.8	.	0.7	0.9	-5.1	-7.9	0.6	2.5
CC1CC(C)CN(S(=O)(=O)c2cc3c(cc2Cl)NC(=O)CO3)C1 (configuration not stated)	1.1	1.8	-1.0	-10.1	3.0	-0.2	-1.6	-3.9	0.2
O=C(NC1CCS(=O)(=O)C1)c1ccc(Br)s1 (configuration not stated)	-2.7	-3.3	2.4	7.4	5.0	17.2	14.5	5.3	0.2
Cc1cccc(C)c1Nc1c(-c2ccccc2O)nc2ncccn12	-0.8	-1.1	-4.0	-2.7	2.4	10.1	2.7	-3.5	-0.3
C[C@@]12CCC=C[C@H]1[C@H](c1ccccc1Br)N(Cc1ccccc1)C2=O	-1.7	-1.7	.	-13.8	-4.8	-5.1	18.6	-2.1	-0.1
O=C(COC(=O)Cc1ccccc1[N+](=O)[O-])NCc1ccc(F)cc1	-1.8	-2.6	0.8	1.2	7.3	-5.4	21.2	4.4	1.6
COc1ccccc1C(=O)NCCC(=O)NCC(c1ccc(F)cc1)N1CCOCC1 (configuration not stated)	-1.4	1.8	0.1	0.4	2.1	8.0	6.9	-3.7	0.9
Cc1cc(C=O)c(C)n1-c1ccc(N2CCCCC2)c([N+](=O)[O-])c1	-1.1	-2.5	-3.6	-4.1	-6.5	10.6	3.4	-11.6	6.9
COc1ccc(CNC(=O)COC(=O)Cc2ccc(Br)cc2)cc1	-5.4	-0.2	1.8	-3.7	13.6	1.4	0.9	1.0	1.7
Cc1nc2ccccc2c(=O)n1NC(=O)c1ccc([N+](=O)[O-])cc1	-2.1	0.1	4.4	-4.5	17.8	8.5	16.2	-4.9	0.9
COC(=O)CSc1nc(-c2cccs2)ccc1C#N	2.4	-3.9	6.5	73.5*	-29.7	3.1	12.8	-8.3	3.7
O=C(NC1CCS(=O)(=O)C1)/C(=C\c1ccco1)NC(=O)c1ccccc1 (configuration not stated)	2.5	-3.3	1.6	-3.0	-0.5	6.3	17.1	-3.7	0.4
COc1ccccc1NC(c1cccnc1)c1ccc2cccnc2c1O (configuration not stated)	-0.9	-2.1	-2.6	5.7	2.6	-3.7	-0.7	1.8	0.1
CC1(C)C(=O)OC(C(=O)c2ccccc2)C2(CCCCC2)C1=O (configuration not stated)	0.7	-6.0	1.6	7.4	-7.6	-0.7	-33.0	-1.1	-0.9
CCCCNC(=O)CCn1c(=O)c2ccccc2n(CC(=O)N2CC(C)CC(C)C2)c1=O (configuration not stated)	-1.0	-0.5	2.0	-3.6	3.3	4.4	-15.8	0.9	-0.1

In another format: entries from further up.
CRFR2-BP ag	M5 ag	IDE inh	M4 antag	CHRM4 PAM	M5 antag	CRFR2-BP antag	M5 PAM	CHRM4 agonist	molecule
-0.7	-12.1	-0.6	-6.0	-3.7	6.1	-3.2	-4.1	-0.2	Cc1nnc(SCc2ccc(F)cc2)s1
-1.4	1.8	0.1	0.4	2.1	8.0	6.9	-3.7	0.9	COc1ccccc1C(=O)NCCC(=O)NCC(c1ccc(F)cc1)N1CCOCC1 (configuration not stated)
1.2	3.4	-0.6	-0.4	2.9	-2.0	20.2	1.6	0.2	CC(C)C12CCC(C(=O)O)C(C1)C(=O)O2 (configuration not stated)

Entries of single compounds, looked up by structure. Order of screens: CRFR2-BP ag | M5 ag | IDE inh | M4 antag | CHRM4 PAM | M5 antag | CRFR2-BP antag | M5 PAM | CHRM4 agonist
`CN(C)C(=O)CCc1ccc2c3c([nH]c2c1)[C@]1(CCc2ccccc2)[C@@H](C(=O)N2CCCCC2)C[C@H](CC(=O)NCCc2ccccn2)C(=O)N1CC3` in the list: 1.9 | 0.8 | . | 0.7 | 0.9 | -5.1 | -7.9 | 0.6 | 2.5
`O=C(NC1CCS(=O)(=O)C1)c1ccc(Br)s1` (configuration not stated) in the list: -2.7 | -3.3 | 2.4 | 7.4 | 5.0 | 17.2 | 14.5 | 5.3 | 0.2

Later entries
mol	CRFR2-BP ag	M5 ag	IDE inh	M4 antag	CHRM4 PAM	M5 antag	CRFR2-BP antag	M5 PAM	CHRM4 agonist
N#CCCN(Cc1cccnc1)C(=O)c1ccc(S(=O)(=O)N2CCOCC2)cc1	-2.6	-3.0	1.7	-10.9	7.6	1.8	-2.8	0.4	1.2
O=C(COc1ccccc1[N+](=O)[O-])N1CCN(S(=O)(=O)c2ccccc2)CC1	-2.6	-0.8	1.5	-5.0	4.0	6.1	-8.5	4.2	4.1
O=C(O)Cc1c(C(=O)O)nnn1-c1cccc(C(F)(F)F)c1	0.8	-1.4	-4.6	8.7	-3.3	7.6	-1.7	-0.9	0.8
CN1CCN(c2ncnc3c2ncn3[C@H]2CN(Cc3ccc4c(c3)OCO4)C[C@@H](CO)O2)CC1	.	0.3	.	-4.7	3.2	9.6	.	2.5	1.8
CCOC(=O)C1(Cc2ccc(Cl)cc2)CCN(C(=O)c2sc(C)nc2C)CC1	-1.0	5.8	-3.1	-3.4	-6.6	3.9	-3.8	-8.5	8.2
